# Screening results from PubChem.
# CSN deneddyl inh – inhibitors of human CSN-mediated cullin deneddylation; Q92905; Purified CSN, SCF-Nedd8-OG deneddylation, fluorescence polarization; inhibition, % at 12.5 µM; 360,000 compounds, 0.38% hits; AID 651999;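 active = pattern-corrected inhibition above about 35%, with an unprinted fluorescence ratio check between 0.5 and 1.5, limit read from the data, passing the limit was not always enough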;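 also: 0% = enzyme with substrate and 100% = substrate without enzyme; some results filed as inactive read as strong as hits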
# Target sequence (Q92905 whole entry, looked up, one chain of several): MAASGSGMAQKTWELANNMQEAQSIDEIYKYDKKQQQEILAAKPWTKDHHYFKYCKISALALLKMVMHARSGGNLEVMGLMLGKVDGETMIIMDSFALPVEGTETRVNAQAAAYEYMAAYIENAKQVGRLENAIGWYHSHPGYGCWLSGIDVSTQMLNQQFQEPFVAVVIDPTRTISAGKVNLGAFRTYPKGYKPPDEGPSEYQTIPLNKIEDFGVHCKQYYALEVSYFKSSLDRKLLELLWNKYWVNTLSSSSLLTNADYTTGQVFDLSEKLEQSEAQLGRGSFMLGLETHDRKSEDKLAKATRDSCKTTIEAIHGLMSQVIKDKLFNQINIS
#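 Assay system: Purified human Csn5 enzyme expressed in HEK293T cells | Amount: Enzyme 0.24 nM | Measured by: Fluorescence polarization readout | Medium: Tris/NaCl/DTT buffer, pH 7.5 | Compound dosing: One concentration, 12.5 µM, 0.25% DMSO | Times: 90 min incubation of compound, enzyme and substrate at room temperature | Control set: no-enzyme wells high, enzyme-with-substrate wells low | Read-out: % inhibition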
# Rin1 Abl inh – blocks binding of human Rin1 to Abl; AID 588664; P00519+Q13671; TR-FRET Rin1/Abl binding, biochemical; inhibition, % at 7.35 µM; 360,000 compounds, 0.4% hits; in the data active = inhibition above about 5%, passing the limit was not always enough
# STEP inh – inhibitors of human striatal-enriched phosphatase STEP. recombinant STEP, OMFP fluorogenic substrate, fluorescence. inhibition, % at 20 µM. AID 588621. 360,000 compounds, 0.25% hits;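 active = inhibition at 20 µM, scaled per plate between control wells, above about 37%, limit read from the data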;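 also: 0% = DMSO with enzyme and substrate and 100% = substrate only without enzyme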
#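 Material: STEP (striatal-enriched tyrosine phosphatase) enzyme, cell-free | Medium: 50 mM Bis-Tris pH 6.0 with 2.5 mM DTT and 0.005% Tween 20 | Read-out: Percent inhibition scaled to no-enzyme and uninhibited-enzyme controls, plate-pattern corrected | Signal: Fluorescence read at 480 nm ex / 540 nm em | Times: 20 min reaction, room temperature, in the dark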
# Scp1 inh – inhibitors of human Scp-1 phosphatase; Q9GZU7; Recombinant Scp1, phosphopeptide, malachite green phosphate absorbance; inhibition, % at 20 µM; 340,000 compounds, 0.88% hits; AID 493091;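 active = inhibition above about 50% at 20 µM, limit read from the data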;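 also: plate controls were DMSO wells with enzyme for no effect and wells lacking enzyme for full effect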
# Target sequence (Q9GZU7 76-261 limits assumed): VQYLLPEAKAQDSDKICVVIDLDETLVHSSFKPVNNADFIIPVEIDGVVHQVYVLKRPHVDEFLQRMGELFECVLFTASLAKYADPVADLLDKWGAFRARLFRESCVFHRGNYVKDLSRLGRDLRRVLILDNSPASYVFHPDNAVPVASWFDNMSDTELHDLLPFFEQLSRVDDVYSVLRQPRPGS
#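 Material – SCP-1 phosphatase catalytic domain, residues 76-261 · Buffer or medium – Acidic Tris acetate buffer with magnesium and detergent · Also added – Phospho 17-mer peptide substrate · Compound – single 20 µM dose, 1% DMSO · Times – 45 min room-temperature reaction, 5 min colour, 30 min stabiliser · Technique – Phosphate-binding colour reagent, absorbance read at 630 nm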
# Neddyl block – cullin neddylation inhibition. TR-FRET cullin neddylation, biochemical. 360,000 compounds, 0.58% hits. calls only at 25 µM; in the data active = inhibition above about 36%
# SUMO1-SIM PPI – alters human SUMO1 binding to SIM partners; P63165; 360,000 compounds, 0.33% hits; SUMO1 binding to a labelled peptide, TR-FRET, 1 h; inhibition, % at 20 µM; in the data active = inhibition above about 37%
# LMPTP inh – LMPTP (human) inhibition; recombinant LMPTP-A, OMFP fluorogenic substrate, fluorescence intensity; inhibition, % at 20 µM; 360,000 compounds, 0.22% hits;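 active = compounds that cut the enzyme signal by at least half of the control window in the single-dose screen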;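 also: plate controls were DMSO wells with enzyme plus substrate for no effect and substrate without enzyme for full effect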
# Target sequence (P24666 whole entry, looked up): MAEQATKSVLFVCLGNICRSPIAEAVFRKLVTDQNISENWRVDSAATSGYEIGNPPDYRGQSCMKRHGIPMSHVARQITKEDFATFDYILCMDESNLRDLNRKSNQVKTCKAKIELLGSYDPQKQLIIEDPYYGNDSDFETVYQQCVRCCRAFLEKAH
#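 Buffer or medium: Bis-Tris pH 6.0, DTT, detergent; Assay system: LMPTP-A enzyme; Quantity: 0.625 nM enzyme; Detection: endpoint fluorescence intensity; Times: 50 min dark incubation at room temperature; Controls: substrate-only low control, DMSO enzyme-plus-substrate high control; Doses: single 20 µM dose; Read-out: percent inhibition versus substrate-only and uninhibited controls; Reagent: 400 µM OMFP.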
# Rpn11 inh – blocks the human proteasome subunit Rpn11. calls only at 20 µM. 360,000 compounds, 0.59% hits. human 26S proteasome, Ub4-pepOG fluorescence polarization; 20S core pre-blocked with epoxomicin;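 active = inhibition at 20 µM, scaled to each plate's controls, above about 33%, limit read from the data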
# Target sequence (O00487 whole entry, looked up): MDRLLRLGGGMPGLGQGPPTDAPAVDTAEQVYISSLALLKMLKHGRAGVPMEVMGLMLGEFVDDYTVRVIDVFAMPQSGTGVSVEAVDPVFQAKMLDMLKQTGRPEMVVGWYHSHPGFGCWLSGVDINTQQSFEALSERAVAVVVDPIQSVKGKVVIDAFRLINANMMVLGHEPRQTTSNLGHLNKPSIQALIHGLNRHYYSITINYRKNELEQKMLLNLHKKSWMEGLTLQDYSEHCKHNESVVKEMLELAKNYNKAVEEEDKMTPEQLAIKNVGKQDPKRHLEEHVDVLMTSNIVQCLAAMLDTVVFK
# DNMT1 inh – inhibitors of human DNMT1; 360,000 compounds, 0.83% hits; AID 588458; DNMT1 molecular beacon, Hinp1I cleavage, fluorescence; inhibition (reported as % activation of signal), % at 10 µM; P26358; in the data active = inhibition above about 50%
# NadD inh – inhibitors of Staphylococcus aureus NadD | inhibition, % at 20 µM | purified NadD enzyme, colorimetric absorbance read-out | AID 602399 | 360,000 compounds, 0.78% hits; in the data active = inhibition above about 26%; also: some compounds past the cut are filed as inactive
# * marks the source's active call; other numbers are inactive results; i = inactive; / = not tested or not shown; + = active, no number.
item	smiles	NadD inh	DNMT1 inh	SUMO1-SIM PPI	Rpn11 inh	Neddyl block
1	Nc1ccc2nc(-c3cccnc3)[nH]c2c1	-6	-10	2	i	i
2	COc1ccc(N(C)S(=O)(=O)c2cccc(C(=O)Nc3nc4ccccc4[nH]3)c2)cc1	26	-2	6	i	i
3	CCNC1(C(N)=O)CCN(Cc2ccccc2)CC1	-2	0	10	i	i
4	CC(=O)c1c(C)c(C)c2n1CCn1c(C)ccc1-2	5	-11	-17	i	i
5	CC1CCN(C(=O)C2CCN(S(=O)(=O)c3ccc(-n4cnnn4)cc3)CC2)CC1	-4	1	5	i	i
6	COCCNc1nc(Cl)c(C#N)s1	-7	-1	2	i	i
7	O=C1CC(c2ccccc2)=C(c2ccccc2)C1	0	-2	-7	i	i
8	CN(C)C1(CNC(=O)c2cccc(S(=O)(=O)NCc3ccccc3)c2)CCCCC1	-10	6	-5	i	i
9	COc1cc(OC)c(NC(=O)CCNC(=O)Cn2cnc3ccccc3c2=O)cc1Cl	-4	2	9	i	i
10	CCn1c(SCC(=O)NCCc2ccc(F)cc2)nnc1-c1cccs1	9	1	-1	i	i
11	O=C(NCc1ccco1)c1cnn2c(C(F)(F)F)cc(-c3ccco3)nc12	-2	-1	-14	i	/
12	CCC12C(=Nc3c(Cl)cccc31)C[C@@H]1CCN3C(=O)CCC[C@H]2[C@H]13 (stereo partly drawn)	-1	-4	0	i	i
13	CSCC(=O)N1CCCC(CO)(Cc2ccccc2C)C1 (stereo not drawn)	5	-1	5	i	i
14	CC1CCCCC12NC(=O)N(CC(=O)Nc1ccc(N3CCOCC3)cc1)C2=O (stereo not drawn)	4	-9	-6	i	i
15	CC(C)(C)c1ccc(Cn2cnc(-c3ccc([N+](=O)[O-])cc3)c2)cc1	7	-15	-15	i	i

item	CSN deneddyl inh	Rin1 Abl inh	Scp1 inh	STEP inh	LMPTP inh
1	8	-6	-4	-3	2.5
2	-2	4	2	3	0.2
3	2	4	-4	-1	1.4
4	90	0	-19	2	0.2
5	4	2	-7	-1	0.5
6	2	-1	-3	0	0.2
7	-2	4	-5	-3	-0.4
8	-3	1	4	-1	-0.9
9	-1	2	3	-3	-1.2
10	-5	-3	0	0	-0.5
11	7	0	-4	-1	-0.7
12	-4	0	-8	0	-1.6
13	-10	2	0	2	1.0
14	3	-5	-5	12	-0.8
15	6	-2	3	1	6.8

# New compounds follow.
item	smiles	NadD inh	DNMT1 inh	SUMO1-SIM PPI	Rpn11 inh	Neddyl block
16	Cc1ccc(NC(=O)CC(N)=S)cc1	1	1	7	i	i
17	CC1CCCCC1NC(=O)COC(=O)c1ccc(S(=O)(=O)N2CCOCC2)cc1 (stereo not drawn)	2	-2	1	i	i
18	COc1cc(C(CCN2CCCC2)c2c(OC)cc(OC)c3c(C)cc(=O)oc23)cc(OC)c1OC (stereo not drawn)	-9	3	0	i	i
19	COc1ccc(N2CCN(Cc3nc(N)nc(N4CCCc5ccccc54)n3)CC2)cc1	1	-8	1	i	i
20	CCn1c(C)nc([N+](=O)[O-])c1C(=O)O	-3	1	-2	i	i
21	O=C(NC1CCCCC1)c1ccc(CNc2c(N3CCOCC3)c(=O)c2=O)cc1	-2	1	-1	i	i
22	Cc1ccc(Cl)c(OCC(=O)NCC(c2cccs2)N2CCOCC2)c1 (stereo not drawn)	-5	-1	1	i	i
23	CCCS(=O)(=O)NC(=O)C1(C)CCN(C(=O)c2sccc2C)C1 (stereo not drawn)	2	0	4	i	i
24	COc1ccc(Cc2nc(C(=O)Nc3ccc(Cl)cc3)cs2)cc1	6	-6	-1	i	i
25	CCC(=O)NC(=S)Nc1cccc(NC(=O)c2ccccc2C)c1	9	-1	1	i	i
26	Cc1ccc(N=Nc2ccc(O)c3ncccc23)cc1C	18	26	-5	i	i
27	Cc1ccc(S(=O)(=O)N(CC(=O)Nc2ccccc2C(=O)O)c2ccc(Cl)cc2)cc1	6	0	2	i	i
28	C=CCn1c(SCC(=O)Nc2cc(C)nn2-c2ccccc2)nnc1C1CCCCC1	0	2	1	i	i
29	C=CCN(c1ccc(F)cc1)S(=O)(=O)c1cc(C(=O)NC2CCC(O)CC2)ccc1Cl (stereo not drawn)	-2	-3	1	i	i
30	O=C(OC(C(=O)NCc1ccccc1)c1ccccc1F)c1ccco1 (stereo not drawn)	0	3	1	i	i

item	CSN deneddyl inh	Rin1 Abl inh	Scp1 inh	STEP inh	LMPTP inh
16	2	0	-8	0	-0.9
17	-1	-3	1	-1	-0.7
18	1	5	0	0	-0.3
19	8	1	-2	5	-0.3
20	-13	-1	-5	-1	-1.0
21	8	0	7	-2	-4.2
22	6	0	5	1	0.4
23	1	-1	/	-1	-0.5
24	1	-1	-12	1	4.0
25	4	1	-3	-4	-0.8
26	-5	1	-6	4	0.2
27	0	-1	-1	2	0.2
28	0	2	-2	1	-0.8
29	2	5	29	0	0.4
30	2	0	-10	5	-0.9

# 6 structures already listed, ordered by molecular weight, descending.
item	smiles	NadD inh	DNMT1 inh	SUMO1-SIM PPI	Rpn11 inh	Neddyl block
29	C=CCN(c1ccc(F)cc1)S(=O)(=O)c1cc(C(=O)NC2CCC(O)CC2)ccc1Cl (stereo not drawn)	-2	-3	1	i	i
27	Cc1ccc(S(=O)(=O)N(CC(=O)Nc2ccccc2C(=O)O)c2ccc(Cl)cc2)cc1	6	0	2	i	i
24	COc1ccc(Cc2nc(C(=O)Nc3ccc(Cl)cc3)cs2)cc1	6	-6	-1	i	i
23	CCCS(=O)(=O)NC(=O)C1(C)CCN(C(=O)c2sccc2C)C1 (stereo not drawn)	2	0	4	i	i
25	CCC(=O)NC(=S)Nc1cccc(NC(=O)c2ccccc2C)c1	9	-1	1	i	i
26	Cc1ccc(N=Nc2ccc(O)c3ncccc23)cc1C	18	26	-5	i	i

item	CSN deneddyl inh	Rin1 Abl inh	Scp1 inh	STEP inh	LMPTP inh
29	2	5	29	0	0.4
27	0	-1	-1	2	0.2
24	1	-1	-12	1	4.0
23	1	-1	/	-1	-0.5
25	4	1	-3	-4	-0.8
26	-5	1	-6	4	0.2

# Going on with the list.
item	smiles	NadD inh	DNMT1 inh	SUMO1-SIM PPI	Rpn11 inh	Neddyl block
31	Cc1ccc(OC(=O)c2ccccc2P(=O)(O)O)cc1	-2	-1	0	i	i
32	CCC(=O)c1ccc(OCC(=O)OCC(=O)c2cc(C)n(CC3CCCO3)c2C)cc1 (stereo not drawn)	-5	0	1	i	i
33	CCOC(=O)CSc1nc2c(c(=O)n(C)c(=O)n2C)n1Cc1ccccc1F	4	3	-1	i	i
34	C#CCOCCOCCOCCNc1nc(N2CCN(C(=O)CCCCCCCCCCNC(=O)[C@H](CCCCN)n3cc(C[C@@H](C)CC)nn3)CC2)nc(N2CCN(C(=O)CCCCCCCCCCNC(=O)[C@H](CCCCN)n3cc(C[C@@H](C)CC)nn3)CC2)n1	48*	-127	67*	+	i
35	COCCNC(=O)C(c1ccco1)N(Cc1ccc(OC)cc1)C(=O)Cn1nnc2ccccc21 (stereo not drawn)	-3	8	-1	i	i
36	O=[N+]([O-])c1ccc(C(O)C23CN4CN(CN(C4)C2)C3)cc1 (stereo not drawn)	-4	7	-8	i	i
37	O=C(COc1ccc(Br)cc1)Nc1ccc([N+](=O)[O-])cn1	-4	-1	-18	i	i
38	COc1ccc(OC(=O)Nc2ccc([N+](=O)[O-])cc2OC)cc1	-8	0	-34	i	i
39	CSCCC(c1nnnn1-c1c(C)cccc1C)N1CCN(C/C=C/c2ccccc2)CC1 (stereo not drawn)	-5	-12	5	i	i
40	COC(=O)c1ccc(NC(=S)NC2CC2)cc1	-2	1	-1	i	i
41	COC(=O)c1sc(N)c(C(=O)OC)c1COC(=O)CNS(=O)(=O)c1cccc(C#N)c1	-2	-9	5	i	i
42	Cc1cc(N(CCO)CCO)ccc1C(c1ccc(N(CCO)CCO)cc1C)c1ccccc1Cl	-1	-30	-1	i	i
43	O=C(Nc1cccc(C(=O)O)c1)/C(=C\c1ccccc1)NC(=O)c1ccccc1Cl	1	4	-2	i	i
44	Cc1nn(CC(=O)NNC(=O)c2ccc(Br)cc2)c(C)c1[N+](=O)[O-]	1	7	1	i	i
45	CCOC(=O)C1CCCN(C(=O)c2cc3ccccc3cc2OC)C1 (stereo not drawn)	3	-6	-6	i	i

item	CSN deneddyl inh	Rin1 Abl inh	Scp1 inh	STEP inh	LMPTP inh
31	-1	0	4	0	-1.8
32	-2	5	-5	-3	-0.2
33	-6	-4	-10	-2	-0.2
34	106*	9	53*	12	3.5
35	2	-2	0	-2	-0.4
36	10	0	-1	-1	0.7
37	-3	2	-6	-1	3.3
38	-5	0	-21	0	-1.2
39	-6	1	/	2	3.3
40	-5	-1	3	-2	1.5
41	-10	-2	-8	0	-0.1
42	1	-7	-4	-2	0.5
43	6	8	-3	-3	-0.8
44	-4	-1	-2	-2	-0.5
45	3	1	-7	1	-7.4

# The final 2 records of the part above lead into the next.
item	smiles	NadD inh	DNMT1 inh	SUMO1-SIM PPI	Rpn11 inh	Neddyl block
44	Cc1nn(CC(=O)NNC(=O)c2ccc(Br)cc2)c(C)c1[N+](=O)[O-]	1	7	1	i	i
45	CCOC(=O)C1CCCN(C(=O)c2cc3ccccc3cc2OC)C1 (stereo not drawn)	3	-6	-6	i	i
46	COc1ccc(-n2c(=S)[nH]c3cc(C(=O)NCCCN4CCCC4=O)ccc3c2=O)c(OC)c1	4	2	2	i	i
47	CC(C)(C)c1ccc(C(=O)NCCn2c(N)c(C#N)c3nc4ccccc4nc32)cc1	10	-9	6	i	/
48	CC(Oc1ccc(F)cc1)c1nnc(SCC(=O)N(c2ccccc2)C2CCS(=O)(=O)C2)o1 (stereo not drawn)	3	3	0	i	i
49	Cc1ccc(C2C(C#N)=C(N)N(c3cccnc3)C3=C2C(=O)CCC3)c(C)c1 (stereo not drawn)	4	-4	-3	i	i
50	Cc1ccc(NC(=O)CN2C(=O)N/C(=C/c3cc(C)n(-c4cccc(C(=O)O)c4)c3C)C2=O)cc1	7	84*	30	i	i
51	Cc1ccc(N2CCN(C(=O)CCc3nc4ccccc4[nH]3)CC2)c(C)c1	-2	0	-1	i	i

item	CSN deneddyl inh	Rin1 Abl inh	Scp1 inh	STEP inh	LMPTP inh
44	-4	-1	-2	-2	-0.5
45	3	1	-7	1	-7.4
46	1	0	-6	0	-0.5
47	-1	-1	-3	1	3.6
48	-3	3	19	-1	-0.6
49	-10	9	5	-1	1.7
50	33	2	59*	18	7.4
51	0	-2	10	0	-0.2
